From PubChem BioAssay
ERK EGF block – EGF-driven ERK pathway inhibition; AID 1454; Potency, µM (doses to about 11.5 µM), inactives show top-dose activity change, negative = inhibition, actives largely listed as inhibitors; hit rate 0.41% among 130,000; HEK293-V1b, EGF-stimulated phospho-ERK AlphaScreen; active = well fitted inhibition curve with a large enough effect; inconclusive = small, poorly fitted or top-dose-only effect, or effect the other way;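 note: plate controls were stimulated vehicle wells for no effect and unstimulated vehicle basal for full effect; nearly all actives have a fitted effect of over 55% in size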
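After overnight plating in 1% FBS, HEK293-V1b cells received test compound for half an hour, then a 5 min pulse of EGF (25 nM); ERK phosphorylation in lysates was read by bead-based AlphaScreen.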
Active calls of the source: *; u = inconclusive; [ ] = remark or other dose. Potency is the fitted concentration of half-maximal effect.

SMILES	ERK EGF block
CCOC(=O)C1(C)C=C(Nc2ccc(OC)cc2)C(=O)N1c1ccc(OC)cc1 (stereo not drawn)	7%
Cc1ccc(NC(=O)C(=O)NCCOc2ccc(Cl)cc2)c(C)c1	4%
Cc1nc(N2CCN(C)CC2)c2sc(=S)n(-c3ccccc3)c2n1	11%
Cc1ccc(S(=O)(=O)/C(C#N)=C/c2c(Oc3ccc(Cl)cc3)nc3c(C)cccn3c2=O)cc1	-3%
O=C(CCCOc1ccc(Cl)cc1Cl)NNC(=O)C1CCC1	-13%
COc1ccc(/C=C/C(=O)c2oc3ccc(F)cc3c2C)cc1	5%
NS(=O)(=O)c1ccc(NC(CNS(=O)(=O)c2ccccc2)c2ccccc2)cc1 (stereo not drawn)	0%
COCCn1c(SCC(=O)N2CCN(c3ccccc3)CC2)nc2c(c1=O)SC(C)C2 (stereo not drawn)	-11%[57.5 µM]
O=C(O)c1c2c(nc3ccc(F)cc13)CCC2	-1%
O=C(Nc1ccc(Cl)c(Cl)c1)Nc1cc(C(=O)NC2CC2)ccc1Cl	28µM*
COc1cc2nc(-c3ccccc3)nc(N3CCCC3)c2cc1OC	-9%[57.5 µM]
COc1cc(NC(=O)CCNS(=O)(=O)c2ccc3c(c2)CCC(=O)N3)cc(OC)c1	9%
COCCNC(=S)N1CCC(c2nc(-c3ccc(F)cc3)no2)CC1	1%
Cn1c(CCCOc2ccc(Cl)cc2Cl)nnc1SCC(=O)Nc1ccc(F)c(Cl)c1	5%
CN(CCO)C1=NS(=O)(=O)c2cc([N+](=O)[O-])ccc21	20%
O=C(NCc1cccs1)c1nc2c(nnn2Cc2ccccc2Cl)c(=O)[nH]1	-3%
CCOc1ccc(NC(=O)CC2C(=O)N(c3ccc(OC)cc3)C(=O)N2CCc2ccc(OC)c(OC)c2)cc1 (stereo not drawn)	-3%
O=C(COC(=O)c1ccc(Sc2ccccc2)c([N+](=O)[O-])c1)NC1CCS(=O)(=O)C1 (stereo not drawn)	-1%
COc1cc2cccc(OC)c(=O)c2c(O)c1OC	-13%
CC(=O)Nc1ccc(S(=O)(=O)NCC2CCC(C(=O)NCc3ccccc3)CC2)cc1 (stereo not drawn)	1%
Nc1nc(CCl)nc(Nc2ccc3ccccc3c2)n1	u
Cc1ccc(S(=O)(=O)CC(c2ccccc2)N2CCCCC2)cc1 (stereo not drawn)	-3%
Cc1cccc(C)c1NC(=S)N(c1ccccc1)C(C)C	-4%
CCCc1nc(SCC(=O)NNC(=O)c2ccc(OC)cc2)c2ccccc2n1	-4%
O=C(Nc1cccnc1)NC1CCCCC1	-2%
CCc1cc2cc3c(cc2nc1SCC(=O)OC(C)C)OCO3	17%
Cc1ccc(OCC(=O)NNc2c3ccccc3nc3ccccc23)cc1	u
COC(=O)c1sccc1NN1C(=O)c2ccccc2C1=O	0%[57.5 µM]
CCCCNc1cc(Cl)nc(N)n1	-12%[57.5 µM]
CCc1nc2ccccc2n1CC(O)COCC1CC=CCC1 (stereo not drawn)	4%
Cc1ccc(-n2nnc3c(SCC(=O)NCc4ccco4)ncnc32)cc1	2%
Cc1cc(=O)oc2cc(OC(=O)CCCCCN3C(=O)c4ccccc4C3=O)ccc12	9%
CCCOc1ccc(C(O)(CCC)CCN2CCCCC2)cc1 (stereo not drawn)	3%
CC(/C=N/NC(=O)c1ccccn1)=C\c1ccco1	-3%[57.5 µM]
O=C1C(Cc2c[nH]c3ccccc23)NC(=S)N1C1CCCCC1 (stereo not drawn)	-10%
CCOP(=O)(OCC)c1nc(-c2ccc(F)cc2)oc1NCc1ccccc1	-7%
COc1ccc(-c2[nH]ncc2CNCCn2cccn2)c(F)c1	-11%
COc1cc(CN2CCN(c3ccccc3F)CC2)c([N+](=O)[O-])cc1OC	-3%
C[N+](C)(C)CCOC(=O)CCC(=O)OCC[N+](C)(C)C	15%
Cc1ccc(-c2ccc(/C=N/O)o2)cc1[N+](=O)[O-]	11%
CCOC(=O)CS(=O)(=O)c1ccc(O)cc1	2%
O=[N+]([O-])c1cc(/C=N/Nc2nc3ccccc3[nH]2)c(O)cc1O	10%
CC(C)(C)OC(=O)N1CCOCCOCCNCCOCCOCC1	0%
CC(OC(=O)c1ccccc1Br)C(=O)Nc1nc(-c2cccc([N+](=O)[O-])c2)cs1 (stereo not drawn)	6%
CSc1c(C#N)sc(=S)n1-c1ccc(C)cc1	u
CCCC(C)NC(=O)c1cc(C(=O)OC)cc([N+](=O)[O-])c1 (stereo not drawn)	9%
N#Cc1c(-c2ccc(F)cc2)c2c([nH]c1=O)-c1ccccc1OC2	5%[57.5 µM]
Nc1ncnc(Oc2ccccc2F)c1[N+](=O)[O-]	-6%
CC(C)c1ccc(Nc2nc(Cl)nc(NCc3ccco3)n2)cc1	u
COC(=O)c1c(NC(=O)CSc2nnc3ccccn23)sc2c1CCC2	6%
C=CCOc1c(CCC)cc(CCC)cc1C(N)=O	8%[57.5 µM]
N/C(CS(=O)(=O)c1ccc(F)cc1)=N\O	-4%[57.5 µM]
COc1cccc(/C=C2\SC(=S)N(C(Cc3ccccc3)C(=O)O)C2=O)c1 (stereo not drawn)	6%
O=C(CNC(=O)c1ccc(F)cc1)Nc1ccccc1C(F)(F)F	0%[57.5 µM]
COc1ccccc1NC(=O)COC(=O)c1cnc(C)cn1	-5%
CC(C)C(Sc1nc(-c2ccccc2)cc(-c2ccccc2)c1C#N)C(=O)O (stereo not drawn)	u
O=C(Nc1nnc(C(F)(F)F)s1)c1ccc(Br)s1	-3%
CSCCC(NC(=O)c1ccc(Cl)cc1)C(=O)OCC(C)=O (stereo not drawn)	-5%
COCc1cc(=O)n2[nH]c(N)nc2n1	6%[57.5 µM]
O=C(Nc1ccc(C(=O)NC2CCCCC2)cc1)c1cccnc1	u
The list goes on.
SMILES	ERK EGF block
Cc1ccc(N2N=C(c3ccc(F)cc3)CC2c2ccco2)cc1 (stereo not drawn)	u
COc1cccc(CSc2nc3ccccc3[nH]2)c1	-5%
COc1ccc(CNC(=O)c2ccc[nH]2)cc1	-6%
Cc1ccc(C(=O)N/C(=C\c2cn(C)c3ccccc23)C(=O)OCCN(C)C)cc1	12%[57.5 µM]
CCOc1ccc(C(=O)Nc2cccc(SC)c2)cc1	-8%
COCCNc1nc2nonc2nc1N1CCC(N(C)C)C1 (stereo not drawn)	-10%
N#Cc1ccc(CN2CCCC3(CCN(C(=O)c4csnn4)CC3)C2)cc1	-4%
Cc1nn(CC(=O)N/N=C/c2ccc(F)cc2)c(C)c1[N+](=O)[O-]	-5%[57.5 µM]
CNC(=O)C(=O)NCCCN1CCOCC1	-4%
Cn1c(CNC(=O)OC(C)(C)C)nnc1SCc1c(Cl)cccc1Cl	u
Cc1ccc(CNC(=O)C2CCN(S(=O)(=O)N3CCCCC3)CC2)cc1	-8%
Cc1c(NS(=O)(=O)c2cccc(C(=O)OCC(=O)N(C)C3CCCCC3)c2)c(=O)n(-c2ccccc2)n1C	11%
Cc1ccc(-n2c(=O)c3sccc3n(Cc3cc(=O)n4ccccc4n3)c2=O)cc1F	17%
COc1ccc(OC)c([C@H](O)CNC(=O)CN)c1	16%[25.7 µM]
COc1ccc(CN(C)C(=O)c2cnc(OC)cc2C(F)(F)F)c(OC)c1	-9%[57.5 µM]
CCCn1c(SCC(=O)c2ccc3c(c2)OCCO3)n[nH]c1=O	-4%
C/C(=N\NC(=O)c1cccc(S(=O)(=O)N2CCOCC2)c1)c1ccco1	-6%[57.5 µM]
CC(NC(=S)Nc1ccc(OC(F)F)c(Cl)c1)C(C)(C)C (stereo not drawn)	0%
O=C(N/N=C/c1cccc([N+](=O)[O-])c1O)c1cccs1	-1%
C=CCc1ccccc1OCC(=O)O	-8%[57.5 µM]
Cc1ccc(S(=O)(=O)N2CCC(=O)N(CCOCc3ccc(Cl)cc3)CC2)cc1	-9%
O=C(N/N=C/c1ccc(Br)s1)Nc1ccccc1	3%
COc1ccc(Nc2nc(NCc3ccco3)nc(N/N=C/c3ccccc3Cl)n2)cc1	-10%
CCOc1ccc(NS(=O)(=O)c2cnc(Cl)c(Cl)c2)cc1	-5%
COc1ccc(-c2c(C(F)(F)F)[nH]n3c(=O)cc(-c4ccccc4)nc23)cc1	6%[57.5 µM]
COCCCNc1nc2ccccc2nc1NS(=O)(=O)c1ccc(C)cc1C	-1%[57.5 µM]
Cc1ccccc1NC(=O)C1C2/C=C\CCCCC21 (stereo not drawn)	-5%
Oc1cccc2ccc(/C=C/c3ccc(Br)s3)nc12	-11%
S=C(Nc1cccnc1)Nc1cccc2cnccc12	14%
Cc1ccc(NC2=C(Cl)C(=O)N(C3CCCCC3)C2=O)cc1	4%
Cc1ccccc1COCCN1CCN(S(=O)(=O)c2ccccc2)CCC1=O	-7%[57.5 µM]
COc1ccc(/C=C/C(=O)O)cc1COc1cccc(C)c1	-7%
CCOC(=O)N1CCC(N2C(=O)c3ccc(C(=O)NCc4ccco4)cc3C2=O)CC1	-3%
Cn1c(=O)cc(C(=O)N/N=C/c2ccc(Cl)cc2)[nH]c1=O	0%[57.5 µM]
Nc1cc(C(=O)c2ccccc2)ccc1[N+](=O)[O-]	u
CC(C)CCN(CCC(C)C)C(=O)Cc1c(O)c2ccccc2[nH]c1=O	6%[57.5 µM]
COc1cc(C(=O)Nc2cccc(C)c2C)c(Br)c(OC)c1OC	-10%
O=C(O)CCc1ccc(-c2ccccc2)n1NC(=O)c1cccs1	2%
CCCC[C@@]1(C2CCCC2)Cc2cc(OCC(=O)O)c(Cl)c(Cl)c2C1=O	21%
CC(NCc1ccccc1O)c1ccccc1 (stereo not drawn)	-1%
CCOC(=O)c1cc(C#N)c(Nc2ccccc2OC)nc1C(F)(F)F	-6%[57.5 µM]
COc1ccc(NC(=O)/C(=C\c2ccncc2)NC(=O)c2ccccc2)cc1	0%
CCN(CC)CCCN1C=C2C(=O)C(C)(OC(=O)C3CCCC3)C(=O)C(c3ccccc3)=C2C=C1CCCC(=O)OC (stereo not drawn)	7%[57.5 µM]
COc1cccc(CN2CCNC(=O)C2CC(=O)NCCn2nc(C)cc2C)c1OC (stereo not drawn)	0%[57.5 µM]
O=C(O)Cn1nc(C(F)(F)F)c2c1CCCC2	2%
CC/C=C\C/C=C\C/C=C\C/C=C\C/C=C\C/C=C\CCC(=O)NCCc1ccc(O)c(O)c1	-8%
COc1ccc2c(c1)C(=O)[C@H](OC(=O)NS(=O)(=O)c1ccc(F)cc1)[C@@H](c1ccc(OC)c(Br)c1)O2	-22%
N/C(=N\OC(=O)CCCc1ccccc1)c1ccccn1	6%
COc1ccc(/C=C/C(=O)OCC(=O)NCc2cccs2)cc1OC	6%
O=c1cnc2cnc(Oc3cccc(Cl)c3)nc2n1Cc1ccc(F)cc1	-1%
COc1ccc(N2CCN(C(=O)C3CCN(S(=O)(=O)c4cccs4)CC3)CC2)cc1	-1%
O=C(CCn1c(=S)oc2ccccc21)N1CCCCC1	2%
CNC(=O)c1[nH]cnc1C(=O)N[C@@H](CC(C)C)C(=O)OCc1ccccc1	1%[57.5 µM]
CC(C)(C)CN1C(N)=NC[C@H]1Cc1ccc(O)cc1	3%[57.5 µM]
Cc1ccc(C(=O)NCC(=O)OC(C)C(=O)Nc2ccc(N(C)C)cc2)cc1C (stereo not drawn)	-1%
CCOC(=O)/C(C(N)=NC(C)C)=C(\O)c1ccccc1	2%
Cc1ccc(-c2ccc([C@H]3[C@H]4C=CC[C@@H](C)[C@@H]4C(=O)N3Cc3ccccc3)c(F)c2)cc1	-11%[57.5 µM]
COc1ccc(N2C(=O)CC(NNC(=O)c3ccc(Br)s3)C2=O)cc1 (stereo not drawn)	5%
O=C1Nc2c(c(=O)[nH]c(=O)n2-c2ccccc2F)C(C(F)(F)F)(C(F)(F)F)N1	2%
CCN(c1ccc(F)cc1)S(=O)(=O)c1ccc2[nH]cc(C(=O)NCCCN3CCOCC3)c(=O)c2c1	-6%[57.5 µM]
(continued)
SMILES	ERK EGF block
CC[n+]1c(C)sc2cc(C)ccc21	-15%[57.5 µM]
CCOC(=O)C1CCCN(C(=O)CSc2ccc(NC(C)=O)cc2)C1 (stereo not drawn)	-6%
NC(=S)Nc1ncc(C(F)(F)F)cc1Cl	-7%
CCOc1ccc(CC(=O)NNC(=O)NC2CCCCC2)cc1	-4%
CCCN(CCC)C1=CC(=[N+]2CCCC2)CC(C)(C)C1	-2%
C/C(=N\NC(=S)NCc1ccccc1)c1ccc(C#N)cc1	4%
COc1ccc([N+](=O)[O-])cc1NC(=O)Cc1ccc(C)cc1	4%
CCOC(=O)C1(Cc2ccc(OC)cc2)CCN(C(=O)Cn2cnnn2)CC1	-7%[57.5 µM]
COc1ccc(O)c(C(=O)c2cnc3c(c2)CN(C)C(=O)N3)c1	1%

Some of the compounds tested; count on the stated rates, not on these rows.
